Bioassay records (PubChem)
E-sel inducer: induces E-selectin expression in human endothelial cells | activation, % at 7.58 µM | 260,000 compounds, 0.37% hits | HUVEC E-selectin immunofluorescence imaging; normalized: neutral wells 0, TNF-alpha wells 100;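 active = mean E-selectin-positive cell signal at least 10% of the positive control, reached in at least 60% of replicates, without over 20% cell loss; inconclusive = no rule given, readout overlaps actives, possibly toxicity-flagged; inactive = the rest, including those meeting only one limit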;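 also: in these data hits start at about 27%; measured in HUVEC primary endothelial cells; signal is the percent of cells scored E-selectin positive by PE staining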
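Read-out basis: % PE-positive cells; Test system: HUVEC primary endothelial cells; Technique: immunofluorescence imaging; Dosing: single-point compound dose.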
RAD52 inh: blocks human RAD52 DNA annealing | P43351 | recombinant RAD52 DNA annealing, FRET fluorescence | inhibition, % at 18.7 µM | 360,000 compounds, 0.46% hits | AID 651710;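 active = every replicate showing at least 50% inhibition; inconclusive = mean inhibition at least 50% but not in every replicate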
RAD54 branch: blocks human RAD54 Holliday junction branch migration | Q92698 | 360,000 compounds, 0.14% hits | FAM/BHQ fluorescence | inhibition, % at 10.4 µM | AID 602329;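 active = mean normalized replicate activity at least 40 and at least half of replicates scoring 40 or more; inconclusive = only one of the two criteria met; inactive = mean below 40 and under half of replicates reaching 40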;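 also: 0% = median of neutral control wells and 100% = median of positive control wells; inhibitors cause a drop in the FAM fluorescence signal; in these data hits start at about 50%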
Target sequence (Q92698 whole entry, looked up): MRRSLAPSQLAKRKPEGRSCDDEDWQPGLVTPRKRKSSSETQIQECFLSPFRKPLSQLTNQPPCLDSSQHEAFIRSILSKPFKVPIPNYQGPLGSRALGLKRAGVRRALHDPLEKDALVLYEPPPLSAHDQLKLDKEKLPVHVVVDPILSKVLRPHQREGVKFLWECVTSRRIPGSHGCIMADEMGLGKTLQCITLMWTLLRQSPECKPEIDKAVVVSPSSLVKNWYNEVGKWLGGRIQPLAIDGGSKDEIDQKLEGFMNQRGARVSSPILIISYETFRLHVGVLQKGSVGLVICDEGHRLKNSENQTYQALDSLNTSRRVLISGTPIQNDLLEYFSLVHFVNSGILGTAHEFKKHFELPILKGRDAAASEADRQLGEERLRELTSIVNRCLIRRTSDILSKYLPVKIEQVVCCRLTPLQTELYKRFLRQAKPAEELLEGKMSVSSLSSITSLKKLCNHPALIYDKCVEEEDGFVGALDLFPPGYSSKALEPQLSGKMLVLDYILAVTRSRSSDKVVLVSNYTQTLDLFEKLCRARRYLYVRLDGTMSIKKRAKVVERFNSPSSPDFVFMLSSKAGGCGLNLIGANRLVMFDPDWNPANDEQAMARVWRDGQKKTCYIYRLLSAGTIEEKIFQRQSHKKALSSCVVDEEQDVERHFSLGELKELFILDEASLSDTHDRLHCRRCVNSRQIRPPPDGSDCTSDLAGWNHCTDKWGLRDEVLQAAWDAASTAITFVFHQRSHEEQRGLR
FN deposit inh: fibronectin deposition inhibition. AH1F fibroblasts, Alexa488-fibronectin deposition fluorescence, overnight. inhibition, % at 12.6 µM. 350,000 compounds, 0.086% hits;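 active = mean inhibition across replicates of 30% or more, regardless of how many single replicates reach that level; inconclusive = mean under 30% yet at least half of replicates reach 30%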;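 also: positive control wells lacked labelled fibronectin entirely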
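Schedule: 1 h cell adhesion before compound, then overnight fibronectin incubation; test system: AH1F fibroblast monolayer depositing Alexa488-labelled fibronectin into matrix; quantity: 10000 AH1F cells per well; probe or stimulus: fluorescent fibronectin at 24 nM final; signal: fluorescence, ex 485 nm, em 525 nm; evaluation: percent inhibition as loss of matrix-bound fibronectin fluorescence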
S100A4 MyoIIA: S100A4-myosin IIA interaction inhibition | P26447 | inhibition, % at 10.7 µM | AID 652163 | S100A4/TAMRA-MyoIIA peptide fluorescence polarization | 360,000 compounds, 0.14% hits;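 active = mean inhibition of at least 70% across replicates, with every replicate also reaching that level; inconclusive = mean inhibition reaches 70% but some replicates fall short; inactive = mean inhibition below 70%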
Target sequence (P26447 whole entry, looked up): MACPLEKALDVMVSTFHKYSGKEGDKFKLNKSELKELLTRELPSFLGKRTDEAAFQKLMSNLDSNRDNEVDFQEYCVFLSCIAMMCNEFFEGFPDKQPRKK
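Test system: S100A4 monomer protein. Medium: HEPES buffer with Ca2+, pH 7.2. Reagent: fluorescent myosin IIA peptide, 5 nM. Compound dosing: single-point compound testing. Timing: 5 min between mix addition and reading. Benchmarks: DMSO neutral and TFP positive wells.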
esBAF inh: inhibitors of esBAF chromatin remodeling in mouse ES cells. reporter increase, % at 12.5 µM. Bmi1-luciferase knock-in reporter, 24 h; 100% = twice the neutral-well signal. 350,000 compounds, 2% hits. AID 602393; in the data active = activation above about 40%; inconclusive = no clear call, values can overlap the other calls;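 also: 0% = median of the plate's neutral control wells and 100% = double that signal; a rise in the Bmi1 reporter signal indicates esBAF inhibition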
EWS-Fli block: blocks EWS/Fli oncoprotein-driven transcription. A673 NR0B1-luciferase reporter, viability-normalised. inhibition, % at 12.6 µM. 350,000 compounds, 0.67% hits. AID 651661;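 active = mean inhibition of at least 50% after viability correction, with every replicate also passing that limit; inconclusive = mean reaches 50% but only one of two replicates passes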;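 also: firefly luciferase signal divided by Alamar Blue viability fluorescence both relative to DMSO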
Xi reactivation: activators of X-chromosome reactivation in mouse fibroblasts. XiGFP mouse fibroblasts, % GFP-positive cells imaging, 3 d; cells co-treated with 5-aza-dC sensitizer; scaled so ellipticine positive control = 100%. 360,000 compounds, 0.055% hits. AID 743238. activation, % at 7.58 µM;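 active = mean normalized replicate activation at least 10% and every replicate at or above 10%; inconclusive = only one of the two criteria met; inactive = mean below 10% and not all replicates reach 10%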;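 also: 0% = median of on-plate neutral control wells and 100% = ellipticine 6 µM median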
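material = 68-5-11 XiGFP fibroblast line | medium = DMEM plus 5-aza-dC sensitizer | schedule = 3 days compound exposure | benchmarks = positive control ellipticine, 6 µM final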
* marks the source's active call; other numbers are inactive results; ? = inconclusive; · = not tested or not shown; & = joins results of further samples.

Results follow in this order: E-sel inducer | RAD52 inh | RAD54 branch | FN deposit inh | S100A4 MyoIIA | esBAF inh | EWS-Fli block | Xi reactivation
C[C@@H]1CN([C@@H](C)CO)C(=O)c2cc(NC(=O)Cc3cn(C)c4ccccc34)ccc2O[C@@H]1CN(C)Cc1ccc(-c2ccccc2)cc1
→ -0.3 | 45 | · | · | -8 | -6 | 6 | -0.1
COc1ccccc1N1CCN(c2ccc3c(c2)S(=O)(=O)c2cccc(C(=O)NCC4CC4)c2C3=O)CC1
→ 0.2 | -10 | -7 | -6 | -7 | 16 | -1 | 0.1
CO[C@@H]1CN(C)C(=O)c2cc(NC(C)=O)ccc2OC[C@H](C)N(C(=O)CN(C)C)C[C@H]1C
→ -0.2 | -6 | -4 | 0 | -4 | 2 | -2 | 0.4
CO[C@@H]1CN(C)C(=O)c2cc(NS(=O)(=O)c3ccccc3C)ccc2OC[C@H](C)N(C)C[C@H]1C
→ 0.0 | -3 | -2 | -6 | -31 | 3 | 7 | 0.3
CCCCN(CC)CCCNC(=O)c1cn(-c2ccc(OC)cc2)c(=O)c2ccccc12
→ 0.5 | -8 | -3 | 4 | -6 | 6 | -14 | 0.3
C=CCn1c(SCC(=O)Nc2cc(C)on2)nnc1C1COc2ccccc2O1 (stereo not given)
→ -0.1 | -15 | · | 4 | 2 | · | 7 | 0.0
CCOC(=O)[C@H]1[C@H]2COc3ccc(OC)cc3[C@@H]2N2C(=O)CN(Cc3ccc(C)cc3)C(=O)[C@@]12C
→ 0.1 | -10 | -2 | 0 | 1 | -2 | 5 | 0.1
CN(C)CCNC(=O)/C(=C/c1cccc([N+](=O)[O-])c1)NC(=O)c1ccccc1
→ -1.6 | 1 | · | -5 | -4 | · | -3 | 0.4
O=C(O)c1cc(-c2ccccc2)nn1CC1CC(c2cccnc2)=NO1 (stereo not given)
→ 0.0 | · | -1 | 1 | · | -1 | 4 | 0.2
C=CCc1cccc(/C=N/NC(=O)c2ccccc2OC)c1O
→ -1.2 | -8 | 0 | 10 | -7 | 44* | -31 | 0.1
CC(C)[C@H]1COCCS(=O)(=O)N1Cc1ccccc1-c1ccc(C(C)(C)C)cc1
→ -1.8 | -15 | 2 | 8 | -8 | -4 | 5 | 0.0
COc1cccc(NC(=O)NC2(C(=O)N3CCC(O)CC3)CCCCC2)c1
→ · | 5 | -4 | 5 | 2 | 3 | 2 | 0.0
CCOC(=O)C1Nc2ccc(Br)cc2C2C=CCC12 (stereo not given)
→ 0.2 | -45 | -3 | -11 | 1 | 2 | 12 | 0.2
Cc1ccc(NC(=O)COc2ccc(C3SCCS3)cc2)cc1
→ 0.4 | -3 | · | 4 | 1 | · | -2 | -0.3
COc1ccccc1NS(=O)(=O)c1ccc(O)c(C(=O)OCC(=O)N2CCc3ccccc32)c1
→ · | -13 | 0 | 7 | -1 | · | 13 | -0.1
CC(=O)COc1ccc2c(C)c(-c3ccccc3)c(=O)oc2c1
→ 2.4 | 0 | · | -23 | -15 | · | -52 | 0.0
CCOC(=O)C1CCCN(C(=O)C2(c3ccc(Cl)cc3)CCCC2)CC1 (stereo not given)
→ · | -3 | -5 | · | 2 | -7 | -4 | 0.2
COc1ccc(/C=N/NC(=O)C(O)(c2ccccc2)c2ccccc2)cc1OC
→ -2.5 | -8 | · | 7 | 1 | · | 14 | 1.2
CCOC(=O)c1sc(NC(=O)C2CC(=O)N(c3ccccc3OC)C2)nc1C (stereo not given)
→ -1.7 | -5 | -1 | 5 | 5 | -2 | 4 | -0.1
COc1ccccc1/C=C/C(=O)Nc1cccnc1Cl
→ 0.4 | -6 | -6 | 0 | -35 | -16 | -88 | 0.2
C=CCc1c(C)nc(SCCC)[nH]c1=O
→ · | -13 | -8 | · | 3 | -9 | 6 | ·
Cc1nc(SCC(=O)NCc2ccccc2)c2c(=O)n(C)c(=O)n(C)c2n1
→ 0.2 | -7 | -4 | -3 | -19 | -7 | 4 | 0.1
CCc1ccc(-c2cc(C)no2)cc1S(=O)(=O)N1CCC(C)CC1
→ · | -12 | · | 0 | -4 | -2 | 14 | 0.2
CCC1CCCCN1CCCNC(=O)CNC(=O)c1nn(-c2ccc(OC)cc2)c(=O)c2ccccc12 (stereo not given)
→ · | -9 | 16 | 9 | -8 | -1 | 3 | 0.0
Clc1cccc(OCCN2CCCC2)c1
→ 0.0 | -10 | -4 | -2 | -2 | -2 | 12 | 0.3
CC(=O)c1cccc(N(CC(=O)NC2CCCC2)C(=O)c2csnn2)c1
→ · | 10 | -5 | -1 | -2 | -3 | 5 | -0.1
COCC1CCCN(C(=O)c2ccc3nc(Cc4cccc(Cl)c4)oc3c2)C1 (stereo not given)
→ -0.3 | -8 | -2 | 4 | -3 | 70* | -63 | -0.1
CC(C)(C)CN1CCNC(=O)C1CC(=O)NCCc1ccccc1C(F)(F)F (stereo not given)
→ 4.5 | -14 | · | 5 | -1 | · | -3 | 0.0
CC(C)c1ccc(C2NC(=S)NC3=C2C(=O)CCC3)cc1 (stereo not given)
→ · | · | 19 | 13 | · | -2 | · | -0.1
COC(=O)c1cc2c(c3c4ccccc4n(S(=O)(=O)c4ccc(OC)cc4)c13)C(=O)N(Cc1ccc(C(F)(F)F)cc1)C2
→ -0.2 | -30 | · | 0 | -4 | · | -5 | -0.1
COC(=O)C1N[C@@H]([C@@H](NC(=O)COc2ccccc2)C(=O)NCc2ccsc2)SC1(C)C (stereo not given in full)
→ 1.0 | · | 6 | -7 | · | · | 8 | 0.0
COc1ccc(Cc2c(-c3ccc(OC)c(OC)c3)nc3cc(C)c(Br)c(C)n23)c(C)c1
→ 0.0 | -20 | · | -1 | 2 | · | -24 | 0.0
CCOC(=O)/C(C#N)=N/Nc1c(S(=O)(=O)Cc2ccco2)csc1C(=O)OC
→ · | -6 | · | -11 | 0 | · | 0 | 0.1
C[C@H](CO)N1C[C@H](C)[C@H](CN(C)S(C)(=O)=O)Oc2cc(-c3ccccc3)ccc2S1(=O)=O
→ 0.1 | 0 | -4 | -1 | -50 | -6 | 10 | -0.9
O=C(C[C@H]1CC[C@@H](NC(=O)C2CC2)[C@H](CO)O1)NCCCN1CCOCC1
→ 0.0 | -9 | -3 | 0 | -3 | -2 | -4 | 0.4
O=C(c1cccc([N+](=O)[O-])c1)c1ccccn1
→ 0.7 | -6 | · | -8 | -5 | · | -3 | -0.2
COc1ccc(CCNC(=O)C2CCCN(S(=O)(=O)c3ccc(OC)cc3)C2)cc1 (stereo not given)
→ · | -17 | -12 | -11 | 1 | 4 | 5 | 0.3
CCC(=O)Nc1ccc2c(c1)OC[C@@H](C)N(Cc1ccccc1)C[C@H](C)[C@H](OC)CN(C)C2=O
→ 0.3 | 19 | -15 | 2 | 1 | 3 | -6 | 0.1
C[C@@H](O)C#Cc1ccc([C@@H]2[C@H](CO)N3CCCCN(C(=O)c4ccncc4)C[C@@H]23)cc1
→ 1.0 | 3 | -2 | · | 6 | -7 | -1 | 0.3
NC(=S)N/N=C/c1ccc(Br)o1
→ · | -1 | · | 5 | -7 | · | 0 | 0.0
CCN1CCN(CC(=O)Nc2ccc(C(C)=O)cc2)CC1
→ · | 0 | 12 | -6 | -5 | -4 | 20 | 0.3
CN(C)c1ccc(C(=O)C(=O)c2ccccc2)cc1
→ · | -15 | · | 3 | 0 | 32 | -78 | 0.0
CC1CC(C)CN(C(=O)CSCC(=O)Nc2nc(-c3cccs3)cs2)C1 (stereo not given)
→ 0.4 | -3 | 7 | -3 | 1 | 20 | 0 | ?
O=C(O)c1ccccc1C(=O)c1ccc2c(c1)N(Cc1ccc(Cl)c(Cl)c1)C(=O)CO2
→ -0.1 | -22 | 3 | 1 | 1 | -2 | 2 | 0.0
CCn1c(SCC(=O)N/N=C/C=C\c2ccco2)nc2ccccc21
→ -0.1 | -22 | -3 | 6 | -1 | 2 | 23 | -0.1
COc1ccc(-c2ccc([C@@H]3[C@@H](C#N)N(C(=O)c4cccc(F)c4)[C@H]3CO)cc2)cc1
→ 0.7 | -9 | 1 | 7 | -18 | -1 | 7 | 0.0
O=C(COC(=O)C1CC(=O)N(Cc2ccccc2)C1)c1ccc(Br)cc1 (stereo not given)
→ 5.8 | · | -1 | 1 | · | · | · | -0.1
CCCC(=O)Nc1ccc2c(c1)OC[C@@H](C)N(C(=O)CC)C[C@@H](C)[C@@H](OC)CN(C)C2=O
→ -0.3 | -5 | -10 | -7 | -9 | -7 | 0 | 0.2
O=C(C1CCC(CNS(=O)(=O)c2cccs2)CC1)N1CCN(c2ccc(Cl)cc2)CC1 (stereo not given)
→ · | -18 | -13 | -14 | -5 | -29 | · | 0.0
O=C(COC(=O)/C=C/c1ccc(F)cc1)NCc1cccs1
→ -0.4 | -7 | 7 | 5 | 11 | -1 | 2 | -0.5
O=C(COc1ccc(Cl)cc1)c1ccc(O)cc1O
→ · | -11 | -2 | 3 | -16 | 24 | -88 | -0.1
CCCNC(=O)C[C@H]1C[C@H]2c3cc(NC(=O)Nc4ccc(F)cc4)ccc3O[C@H]2[C@@H](CO)O1
→ -0.1 | -12 | · | 1 | -6 | 2 | 7 | -0.1&0.3
C[C@H](CO)N1C[C@H](C)[C@H](CN(C)Cc2ccc3c(c2)OCO3)Oc2c(NS(=O)(=O)c3ccc(Cl)cc3)cccc2C1=O
→ 4.2 | 1 | 8 | · | -4 | 3 | 3 | 0.0
O=C(CSc1nnc(NC(=O)c2c(F)cccc2F)s1)Nc1ccccc1F
→ · | -4 | -2 | -7 | -4 | 9 | 4 | 0.2
Cc1ccc(S(=O)(=O)Nc2ccc3c(c2)CC(=O)N([C@@H](C)CO)C[C@H](C)[C@@H](CN(C)S(=O)(=O)c2c(C)noc2C)O3)cc1
→ -0.1 | 13 | 5 | · | -17 | -1 | -3 | -0.5
C[C@H]1CN([C@@H](C)CO)C(=O)c2cc(-c3cccnc3)cnc2O[C@H]1CN(C)Cc1ccccc1
→ 0.4 | · | · | -26 | · | · | -6 | -1.3
O=C(Nc1ccccc1)c1cc([N+](=O)[O-])ccc1NCc1cccnc1
→ -1.0 | 12 | 11 | 6 | -20 | 7 | 5 | 0.0
Cc1cc(C(=O)NNC(=S)NCc2ccco2)nn1C
→ · | -17 | · | -11 | -5 | · | 11 | 0.1
Cc1cc(C)c(S(=O)(=O)Nc2ccnc(-c3cccnc3)n2)c(C)c1
→ · | -8 | · | 9 | 2 | 3 | -4 | 0.0
